Screens: PubChem, Sanford-Burnham Center for Chemical Genomics
MIN6 prolif: MIN6 beta-cell proliferation induction; proliferation, % at 10 µM; 0.29% of 330,000 active; MIN6 cells proliferation, ATPlite luminescence, 48 h; cells starved in 0.2% serum; 100% = growth in 10% serum;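 active means compounds whose signal lies at least 3.5 SD above the mean of all wells on their plate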;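 further: 0% = DMSO-treated cells in low-serum medium and 100% = 10% serum control; some compounds called inactive have numbers as strong as hits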
MPTP block: blocks calcium-induced mitochondrial swelling. isolated mouse mitochondria, Ca2+ swelling absorbance, 30 min. inhibition, % at 10 µM. 1.4% of 360,000 active. AID 602449;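 active means inhibition of 50% or more, scaled per plate between neutral and stimulator controls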;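 further: 0% = DMSO wells given calcium and 100% = 1 mM EGTA wells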
ATG4B inh: blocks human ATG4B protease cleavage of LC3 substrate; Q9Y4P1; ATG4B cleavage of LC3-PLA2, NBD-HPC fluorescence, 1 h; inhibition, % at 8.33 µM; 0.51% of 340,000 active; AID 504462; in the data active means inhibition above about 40%
Target sequence (Q9Y4P1 whole entry, looked up): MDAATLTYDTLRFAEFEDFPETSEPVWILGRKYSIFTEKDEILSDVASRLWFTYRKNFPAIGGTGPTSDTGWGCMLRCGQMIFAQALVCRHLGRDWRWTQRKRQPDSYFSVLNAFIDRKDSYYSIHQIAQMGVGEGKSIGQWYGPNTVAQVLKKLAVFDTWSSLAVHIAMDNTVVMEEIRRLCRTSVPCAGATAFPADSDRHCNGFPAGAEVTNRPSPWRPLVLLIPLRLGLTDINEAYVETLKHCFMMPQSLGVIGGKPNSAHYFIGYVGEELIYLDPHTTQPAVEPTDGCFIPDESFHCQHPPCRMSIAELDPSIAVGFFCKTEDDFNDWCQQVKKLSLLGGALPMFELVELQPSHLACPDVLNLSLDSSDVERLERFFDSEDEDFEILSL
APOBEC3G inh: APOBEC3G (human) deaminase inhibition. Q9HC16. recombinant A3G, ssDNA deamination FAM/TAMRA fluorescence. inhibition, % at 20 µM. 0.28% of 330,000 active. AID 493012;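 active means inhibition of at least 40% at 20 µM, with no more than 30% in the related APOBEC3A deaminase screen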;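 further: plate controls were DMSO wells with A3G for no effect and wells lacking A3G enzyme for full effect; some compounds called inactive have numbers as strong as hits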
Target sequence (Q9HC16 whole entry, looked up): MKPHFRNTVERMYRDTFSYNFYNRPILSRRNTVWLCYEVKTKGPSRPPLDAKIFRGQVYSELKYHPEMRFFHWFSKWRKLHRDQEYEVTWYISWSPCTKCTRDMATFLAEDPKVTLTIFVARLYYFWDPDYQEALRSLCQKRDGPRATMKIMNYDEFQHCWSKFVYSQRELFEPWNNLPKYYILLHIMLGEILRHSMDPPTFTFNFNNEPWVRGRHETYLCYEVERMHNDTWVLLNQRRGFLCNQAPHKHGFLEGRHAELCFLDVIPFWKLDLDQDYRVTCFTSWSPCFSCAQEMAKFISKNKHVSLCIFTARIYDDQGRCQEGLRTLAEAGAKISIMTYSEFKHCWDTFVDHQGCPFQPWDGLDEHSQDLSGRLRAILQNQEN
hIAP activ: increases human intestinal alkaline phosphatase activity; P09923; AID 2524; purified human IAP, CDP-Star luminescence, 30 min; stronger effect = higher value; 1 = vehicle-only enzyme, 0 = enzyme-free background; activation factor at 10 µM; 0.16% of 330,000 active;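 active means activation factor of the enzyme at least 2-fold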; further: the source names both 10 and 20 µM as test concentration; values of inactives mirror those of a sister screen read the other way
mIAP inh: blocks mouse intestinal alkaline phosphatase; purified mouse IAP, CDP-Star luminescence, 30 min; inhibition, % at 10 µM; 0.2% of 330,000 active; AID 2806;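 active means inhibition of at least 40% at 10 µM in the primary screen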;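 further: plate controls were DMSO with enzyme for no effect and no enzyme wells for full effect; values of inactives mirror those of a sister screen read the other way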
APOBEC3A inh: human APOBEC3A DNA deaminase inhibition; P31941; recombinant A3A, FAM/TAMRA ssDNA deamination fluorescence; inhibition, % at 20 µM; 0.41% of 330,000 active; AID 493011;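 active means at least 40% inhibition at 20 µM here, with at most 30% in a related deaminase screen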;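 further: plate controls were A3A with DMSO for no effect and wells lacking A3A enzyme for full effect; some results filed as inactive read as strong as hits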
Target sequence (P31941 whole entry, looked up): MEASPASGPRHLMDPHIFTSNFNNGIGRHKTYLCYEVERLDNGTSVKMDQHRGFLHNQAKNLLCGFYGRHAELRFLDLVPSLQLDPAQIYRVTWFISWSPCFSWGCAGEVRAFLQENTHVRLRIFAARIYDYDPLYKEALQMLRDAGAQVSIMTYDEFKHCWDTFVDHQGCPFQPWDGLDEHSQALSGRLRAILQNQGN
hIAP block: blocks human intestinal alkaline phosphatase | P09923 | purified IAP, CDP-Star luminescence, 30 min | inhibition, % at 10 µM | 0.12% of 330,000 active;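 active means inhibition reaching a set limit with compound at 10 µM in the primary screen, cut at about 35% in these data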;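 further: plate controls were DMSO wells with enzyme for no effect and no-enzyme buffer wells for full effect; values of inactives mirror those of a sister screen read the other way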
mIAP act: increases mouse intestinal alkaline phosphatase activity; 0.24% of 330,000 active; muIAP, CDP-Star luminescence, 30 min; stronger effect = higher value; 1 = vehicle-only enzyme signal, 0 = enzyme-free wells; activation factor at 10 µM;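 active means activation factor of at least 2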; further: the source names both 10 and 20 µM as test concentration; values of inactives mirror those of a sister screen read the other way
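System: Mouse IAP enzyme | Also added: CDP-Star substrate | Dosing: Compounds dispensed in DMSO | Schedule: 30 min enzyme-substrate-compound incubation at room temperature | Technique: Chemiluminescence readout | Control set: DMSO-only wells and no-enzyme negative control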
* = called active by the depositor; . = not tested or not shown.

Every second line gives: MIN6 prolif	MPTP block	ATG4B inh	APOBEC3G inh	hIAP activ	mIAP inh	APOBEC3A inh	hIAP block	mIAP act
Cc1cc(Nc2cnc3ccccc3n2)n(-c2ccccc2)n1
→ 0	0.8	6	-1	1	-4	1	0	1
CCN1CCc2c(sc(NC(=O)c3ccc(S(=O)(=O)N(C)CC4CCCO4)cc3)c2C(N)=O)C1 (stereo not drawn)
→ -4	-0.2	-14	-6	0.92	8	-6	8	0.92
COc1ccc(N2CCN(C(=O)c3cn(C4CCCC4)c(=O)c4c3c3ccccc3n4C)CC2)cc1
→ -2	-0.2	-3	-1	0.94	-3	3	6	1
O=c1cc(O)c2sc3nc(-c4cccnc4)cc(C(F)(F)F)c3c2[nH]1
→ 0	5.0	-9	4	0.93	9	1	7	0.91
COc1cccc(NC(=O)CN(C)C(=O)Cc2cccc3ccccc23)c1
→ 0	-2.5	-35	-7	0.99	3	-7	1	0.97
Cn1c2ccc(F)cc2c2nnc(SCCN3CCOCC3)nc21
→ -2	0.3	-4	6	1.1	6	-1	-9	0.94
CC(=O)N1c2ccc(S(=O)(=O)N3CCCC3C(=O)NCc3ccc(Cl)cc3)cc2CC1C (stereo not drawn)
→ -4	-0.4	-4	3	1.2	-12	0	-17	1.1
COc1ccc(C)cc1NC(=O)c1ccc2c(c1)OCO2
→ 0	6.2	-5	-6	1	8	-4	-3	0.92
Cc1noc(C)c1S(=O)(=O)N1CCCC1C(=O)O (stereo not drawn)
→ -2	-0.1	5	-4	0.94	1	-1	6	0.99
O=C(c1ccc(COc2ccccc2Br)cc1)N1CCCCC1
→ -2	-1.1	39	-7	1.2	5	-2	-16	0.95
COc1ccc(C2(C(N)=O)CCCCC2)cc1OC
→ 0	-1.5	-4	-5	1	2	3	-3	0.98
CC(OC(=O)CN1C(=O)c2ccccc2C1=O)C(=O)c1ccccc1 (stereo not drawn)
→ 5	0.1	-4	-6	0.93	3	-6	8	0.97
COc1ccc(C(=O)NC2(C(F)(F)F)NC(=O)N(CCCc3ccccc3)C2=O)c(OC)c1OC (stereo not drawn)
→ -3	12	-5	-1	1	7	1	0	0.93
O=C(Nc1cccc(Cl)c1)c1ccc2ncsc2c1
→ 4	-0.2	-7	-6	0.91	6	-3	9	0.94
O=S(=O)(NCc1cn2ccsc2n1)c1ccc2c(c1)OCCO2
→ 0	1.8	-3	1	1.1	-4	-1	-8	1

Some of these compounds in order of length of the SMILES, descending:
Every second line gives: MIN6 prolif	MPTP block	ATG4B inh	APOBEC3G inh	hIAP activ	mIAP inh	APOBEC3A inh	hIAP block	mIAP act
CCN1CCc2c(sc(NC(=O)c3ccc(S(=O)(=O)N(C)CC4CCCO4)cc3)c2C(N)=O)C1 (stereo not drawn)
→ -4	-0.2	-14	-6	0.92	8	-6	8	0.92
COc1ccc(C(=O)NC2(C(F)(F)F)NC(=O)N(CCCc3ccccc3)C2=O)c(OC)c1OC (stereo not drawn)
→ -3	12	-5	-1	1	7	1	0	0.93
O=c1cc(O)c2sc3nc(-c4cccnc4)cc(C(F)(F)F)c3c2[nH]1
→ 0	5.0	-9	4	0.93	9	1	7	0.91

The list continues:
Every second line gives: MIN6 prolif	MPTP block	ATG4B inh	APOBEC3G inh	hIAP activ	mIAP inh	APOBEC3A inh	hIAP block	mIAP act
O=S(=O)(Cc1cnc(Cl)s1)c1ccccc1
→ 1	-1.0	-7	3	0.96	1	4	4	0.99
N#Cc1ccc(OCC(=O)N/N=C2\CCc3ccccc32)cc1
→ 0	-2.5	-7	0	0.99	5	-2	0	0.95
Cc1csc(SCC(=O)N2CCN(S(=O)(=O)c3ccccc3)CC2)n1
→ -2	-1.7	6	-3	0.95	-4	-1	5	1
O=C(c1cc(=O)[nH]c2ccccc12)N(Cc1nnc(-c2ccccc2Cl)o1)C1CC1
→ -4	-2.4	-11	-7	1.1	9	3	-13	0.91
NS(=O)(=O)c1ccc(NC(=S)Nc2ccc(S(=O)(=O)N3CCCC3)cc2)cc1
→ 1	-1.0	-16	-2	1.2	-2	0	-16	1
CCCc1ccc(-c2cc(NC(=O)CSc3nnc(N)s3)n(-c3ccccc3)n2)cc1
→ -5	3.3	-23	-5	1.1	-2	-1	-8	1
O=C(Nc1ccccc1N1CCCCC1)c1ccc(F)c(S(=O)(=O)N2CCOCC2)c1
→ -5	-0.9	1	-5	1	4	-2	0	0.95
CCOC(=O)N1CCN(C(=O)c2ccc3c(=O)n(-c4cc(OC)ccc4OC)c(=S)[nH]c3c2)CC1
→ 0	0.7	6	-10	1.1	0	0	-5	1
O=C(NCCCN1CCOCC1)c1ccc(CSc2ccc(Cl)cc2)cc1
→ -5	12	1	6	1.1	-14	-6	-12	1.1
O=C1OCCC1Sc1nnc(-c2ccccc2Cl)n1Cc1ccccc1 (stereo not drawn)
→ 2	2.4	-5	1	0.93	5	2	8	0.95
Cc1ccc(-n2c(SCC(=O)N3CCN(c4ccccn4)CC3)nnc2N2CCCC2)cc1
→ 4	-0.2	-2	-6	1	4	-4	-2	0.96
CS(=O)(=O)N1CCCC(C(=O)Nc2ccc(F)cc2)C1 (stereo not drawn)
→ -6	0.7	-4	-2	1.2	-4	-3	-16	1
CN1CCC(C2(O)c3ccccc3CCc3ccccc32)CC1
→ 0	0.6	10	1	1.1	-3	2	-6	1
COc1cccc(CC2(CO)CCCN(Cc3ccc(CN4CCCCC4)s3)C2)c1 (stereo not drawn)
→ -5	2.6	-16	-3	1	11	-2	-1	0.89
O=C(CN1CCCC1)NCc1ccccc1
→ -1	0.0	-1	-2	0.89	-2	4	11	1
O=C(Nc1nc2ccccc2[nH]1)c1cc(F)cc(F)c1
→ -4	-0.9	-14	0	1.2	10	4	-21	0.9
O=C1CN(c2ccc(F)cc2)C(=S)N1c1ccccc1
→ -6	1.2	-7	-6	1.1	0	-1	-9	1
N#Cc1c(C(F)(F)F)cc(-c2ccco2)nc1SCc1ccccn1
→ -1	3.3	-1	-3	0.88	10	2	12	0.9
O=C(Nc1ccc2nsnc2c1)c1cccs1
→ 4	-0.3	-2	-4	0.92	9	-1	8	0.91
COc1ccc(OC)c(Nc2nc(-c3ccncc3)nc3ccccc23)c1
→ -1	-1.6	3	-8	1	6	1	-4	0.94
O=C(N/N=C/c1ccncc1)c1nn(Cc2ccccc2)c(=O)c2ccccc12
→ 1	-0.8	-22	-4	0.94	-3	-9	6	1
O=C(CSc1nnc2ccccn12)NNC(=O)c1ccc(F)cc1
→ -1	2.0	-4	-3	1.1	24	2	-10	0.76
CCOc1ccc(-c2cc(C(=O)NCC3CCCO3)c3ccccc3n2)cc1 (stereo not drawn)
→ -1	1.2	6	-3	1.1	-4	-1	-6	1
Cc1ccc(-n2[nH]c(C)c(C=NC34CN5CN(CN(C5)C3)C4)c2=O)cc1C
→ -4	-1.5	1	-3	0.98	-4	-2	2	1
CCOC(=O)c1ccc(NC(=O)CSc2nnc(CNC(=O)c3ccccc3F)o2)cc1
→ 0	15	-18	0	0.78	14	2	22	0.86
Cc1nn(C)c(C)c1CCC(=O)N1CCCC(Nc2ccc(C(C)C)cc2)C1 (stereo not drawn)
→ -3	-3.7	2	-6	0.92	-3	-5	8	1
CCC(C)(C(=O)NC1CCCC1)N(Cc1cccs1)C(=O)Cc1cccs1 (stereo not drawn)
→ 0	0.9	-4	-5	1.2	0	-1	-16	1
O=C(CN1C(=O)NC2(CCCCC2)C1=O)Nc1ccc2[nH]c(=O)[nH]c2c1
→ -4	-2.6	-10	-2	0.76	20	-2	24	0.81
COc1ccc(CNCc2cc3c(C(C)(C)C)nn(-c4ccccc4)c3[nH]c2=O)cc1
→ -4	2.1	-5	-3	1.1	13	-2	-14	0.87
Cc1ccc(C)c(S(=O)(=O)N2CCN(Cc3ccc(O)c4ncccc34)CC2)c1
→ -5	-1.0	-9	-5	1.2	5	-6	-18	0.95
CN1CCN(CC(=O)N2c3ccccc3C(=O)Nc3cccnc32)CC1
→ -1	.	.	-8	0.86	4	-5	14	0.95
COc1cccc(N2C(=NC(=O)CCC3CCCC3)SC3CS(=O)(=O)CC32)c1 (stereo not drawn)
→ -3	-2.4	2	-10	1.3	0	-8	-27	1
Cn1c(SCC(N)=O)nnc1C1CCN(C(=O)NC2CCCCC2)CC1
→ 0	0.9	2	0	1.1	0	1	-6	1
CCOc1ccc(S(=O)(=O)N2CCCC(C(=O)NC3CCCC3)C2)cc1 (stereo not drawn)
→ 0	-0.5	1	-2	1.2	0	1	-17	1
CCN(C(=S)NCCOC)c1cccc2ccccc12
→ 0	4.8	-7	-7	1.1	-3	4	-6	1
COc1cc(OC)cc(Oc2ccc(S(=O)(=O)N3CCCCC3)cc2[N+](=O)[O-])c1
→ -6	-0.6	-7	-10	0.95	8	-3	5	0.92
O=C1CC(N2CCN(c3ccccn3)CC2)C(=O)N1CC(c1ccccc1)c1ccccc1 (stereo not drawn)
→ -3	0.0	-17	4	1	0	-4	-5	1
CCn1cc(C(=O)N(CCCN2CCOCC2)Cc2ccco2)c(=O)c2ccc(C)nc21
→ -2	-3.5	-5	-1	0.82	15	-5	18	0.85
S=c1[nH]cc(-c2ccc(Cl)cc2)n1Cc1ccccc1
→ -1	1.8	1	-13	1.5	-4	-10	-50	1
Cn1c(=O)c2c([nH]c(=O)n2C)n(Cc2ccccc2)c1=O
→ 1	0.9	-4	-5	1.2	-13	-1	-19	1.1
Cc1cc(C)c2[nH]c(=O)c(CN(CC3CCCO3)C(=O)c3cnccn3)cc2c1 (stereo not drawn)
→ -3	-0.8	-3	-2	0.89	11	-1	11	0.89
Cc1ccc(NC(=O)COC(=O)C2C3CC4OC(=O)C2C4C3)cc1Cl (stereo not drawn)
→ -2	0.6	-9	-8	0.95	4	0	5	0.96
COc1ccc(N2CCN(S(=O)(=O)c3ccc4c(c3)NC(=O)C(C)S4)CC2)cc1 (stereo not drawn)
→ -4	8.3	-7	-4	0.97	1	-4	3	0.99
Cc1cc(Cl)c(S(=O)(=O)Nc2ccc3c(c2)OCO3)cc1OCC(N)=O
→ 0	0.7	-8	1	1.1	0	2	-6	1
CCc1sc(C(=O)Nc2ncccc2O)cc1C
→ -4	-0.2	0	-4	1	12	-6	0	0.88
CCS(=O)(=O)N1Cc2ccccc2CC1C(=O)Nc1nc2ccc(C)cc2s1 (stereo not drawn)
→ -3	-0.9	4	-7	0.88	7	1	12	0.93
Cc1csc(NC(=O)C2C3C=CC(O3)C2C(=O)O)n1 (stereo not drawn)
→ 1	-1.1	-5	1	0.96	-2	5	4	1
NC(=O)CSc1nnc(-c2cccnc2)n1CCc1ccccc1
→ -4	1.0	-3	-2	1.1	-4	-3	-8	1
O=C(c1cc(COc2cccc(C(F)(F)F)c2)on1)N1C[C@H]2CC[C@H]1C2
→ -4	-0.9	16	-5	1	12	-2	-2	0.88
CN(CC(=O)Nc1ccc(F)cc1)C(=O)c1ccc(-c2ccc(Cl)cc2)o1
→ -4	0.0	-14	-6	0.92	9	-1	8	0.91
CC12CCC(=O)N1c1ccccc1C(=O)N2c1ccccc1 (stereo not drawn)
→ 0	0.6	5	0	0.95	-6	7	5	1.1
Clc1cc2cccnc2c2ccccc12
→ -1	-0.4	-9	-9	0.76	3	3	24	0.97
O=C1c2cccc3c([N+](=O)[O-])ccc(c23)C(=O)N1CC1CCCO1 (stereo not drawn)
→ -5	-0.4	2	0	1	1	2	-2	0.99
CC(C)(C)c1cc(Cl)ccc1OCCOCCN1CCCC1
→ -4	3.4	3	0	1.2	-4	-3	-21	1
Cc1oc(-c2ccc3c(c2)OCCO3)cc1C(=O)O
→ -3	0.5	-6	-3	1	8	4	0	0.92
CCOc1ccc(Oc2ccc(Cl)cc2NC(=O)C2=COCCO2)cc1
→ -4	0.4	0	-6	0.97	4	-1	3	0.96
